# Bioassay records from PubChem BioAssay.
# D2 ag = agonists of human D2 dopamine receptor. HEK293 T-REx D2 cells, calcium flux agonist mode. P14416. activation, % at 2 µM. hit rate 0.53% among 340,000;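 active = activation over 3 SD above normal in the single-dose calcium agonist read, cut at about 30% in these data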; note: 0% is about no effect
# Target sequence (P14416 whole entry, looked up): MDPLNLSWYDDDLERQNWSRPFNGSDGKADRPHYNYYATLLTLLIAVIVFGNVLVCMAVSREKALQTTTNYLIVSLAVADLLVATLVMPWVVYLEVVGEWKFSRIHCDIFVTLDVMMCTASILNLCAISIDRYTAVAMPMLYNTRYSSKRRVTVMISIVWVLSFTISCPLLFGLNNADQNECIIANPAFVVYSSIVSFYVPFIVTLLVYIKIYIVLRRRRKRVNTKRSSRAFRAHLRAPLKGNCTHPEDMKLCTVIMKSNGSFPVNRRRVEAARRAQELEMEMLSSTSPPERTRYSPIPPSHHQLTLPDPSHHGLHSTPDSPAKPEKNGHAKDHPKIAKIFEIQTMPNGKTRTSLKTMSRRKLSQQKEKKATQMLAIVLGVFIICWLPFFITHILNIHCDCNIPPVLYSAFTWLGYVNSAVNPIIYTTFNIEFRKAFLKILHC
#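 In this primary screen, compounds producing a positive calcium signal within 180 s of addition to tetracycline-induced, force-coupled HEK293 Trex D2 cells are flagged; cells are dye-loaded with a no-wash calcium kit beforehand.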
# D2 potentiator = positively modulates the human D2 dopamine receptor allosterically; HEK293 T-REx D2, calcium flux, EC20 dopamine potentiation; P14416; hit rate 0.34% among 340,000; potentiation, % at 10 µM;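 active = potentiation over 3 SD above the plate norm, cut at about 30% in these data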; note: 0% is about no effect
#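 Calcium flux readout, no-wash dye, 1 read/s. Inducible HEK293 Trex D2 line, overnight 30 C. Compound alone 180 s (agonist flags), then EC20 dopamine, another 180 s to score potentiation.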
# D1 antagonist = blocks dopamine activation of the human D1 receptor; HEK293 TREx D1 cells, calcium flux, dopamine EC80; hits give low values; activity change, negative = inhibition, % at 10 µM; hit rate 3.2% among 360,000; AID 504652; in the data active = activity change below about -30%; note: % is set by controls: 0 for no effect and ±100 for the full control effect
# Target sequence (P21728 whole entry, looked up): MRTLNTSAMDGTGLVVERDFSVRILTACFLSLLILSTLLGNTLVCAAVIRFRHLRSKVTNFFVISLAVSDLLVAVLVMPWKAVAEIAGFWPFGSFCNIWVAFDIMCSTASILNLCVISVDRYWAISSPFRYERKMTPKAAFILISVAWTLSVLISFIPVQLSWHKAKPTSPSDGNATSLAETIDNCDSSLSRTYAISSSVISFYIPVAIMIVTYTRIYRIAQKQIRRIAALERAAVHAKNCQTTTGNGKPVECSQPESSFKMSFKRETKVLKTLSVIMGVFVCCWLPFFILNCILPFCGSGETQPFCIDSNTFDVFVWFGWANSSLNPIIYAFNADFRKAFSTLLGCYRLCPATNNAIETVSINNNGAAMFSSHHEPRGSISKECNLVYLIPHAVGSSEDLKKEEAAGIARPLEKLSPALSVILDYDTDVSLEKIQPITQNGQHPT
#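 Tetracycline-induced HEK293 Trex D1 cells, force-coupled to calcium, dye-loaded; compounds added and read 180 s, then EC80 dopamine added and calcium flux tracked kinetically another 180 s.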
# D1 potentiator = enhances dopamine response at the human D1 receptor. potentiation, % at 10 µM. P21728. HEK293 TREx D1 cells, calcium flux, dopamine EC20 potentiation. hit rate 0.036% among 360,000; in the data active = potentiation above about 30%; note: 0% is about no effect
# D2 antag = antagonists of human D2 dopamine receptor | hit rate 2% among 340,000 | AID 485344 | P14416 | inhibition, % at 10 µM | HEK293 TREx D2 cells, calcium flux, dopamine EC80; in the data active = inhibition above about 30%; note: 0% is about no effect
#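 Calcium flux kinetic readout in an inducible HEK293 TREx D2 line plated overnight at 30 C. After 180 s compound exposure, an EC80 dopamine challenge follows with another 180 s kinetic read to detect antagonism.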
# D1 agonist = activates the human D1 dopamine receptor; activation, % at 2 µM; hit rate 1% among 360,000; AID 504660; HEK293 T-REx D1 cells, calcium flux, agonist mode; P21728; in the data active = activation above about 30%; note: 0% is about no effect
#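 Tetracycline-induced HEK293 TREx D1 cells, force-coupled to calcium signalling, were dye-loaded with a no-wash calcium kit. Compound was pin-added after a 10 s baseline. Fluorescence was read kinetically at 1 cycle/s for 180 s, with calcium rises flagged as agonism.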
# TRHR enhancer = allosterically enhances the human TRH receptor; enhancement, % at 2 µM; AID 493056; TRHR cells, fluo-8 calcium fluorescence, EC20 TRH enhancement; hit rate 0.66% among 360,000; P34981; in the data active = enhancement above about 30%; note: 0% is about no effect
#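 TRHR-expressing cells loaded with fluo-8 calcium dye were read kinetically (ex 480/em 530) during compound addition, then stimulated with an EC20 of TRH (10 nM final). Enhancement of the Gq-mediated intracellular calcium response was scored.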
# RXFP1 agonist = RXFP1 (human) receptor agonism | HEK293T-RXFP1 cAMP TR-FRET, 30 min; response scale: percent of porcine relaxin response, buffer zero | Potency, µM (series often up to 57.5 µM), for the others: top-dose activation, hits mostly activators | hit rate 0.3% among 370,000 | AID 2676; active = well fitted activation curve with a large enough effect; inconclusive = small, poorly fitted or top-dose-only effect; note: potency is the fitted concentration of half-maximal effect; % is set by controls: 0 for no effect and ±100 for the full control effect; nearly all actives have a fitted effect of over 60% in size; many of its hits are not listed in these tables
#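 Agonist response is measured as cAMP accumulation in an RXFP1-transfected HEK293T line under PDE4 inhibition. Values are scaled between buffer-only and 29 nM porcine relaxin, and EC50s come from standard Hill equation fits.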
# RXFP1 antagonist = RXFP1 (human) relaxin receptor antagonism; activity change, negative = inhibition, % at 57.5 µM; HEK293-RXFP1, relaxin-stimulated cAMP HTRF, 30 min; hits give low values; hit rate 0.59% among 350,000; AID 1259400; Q9HBX9;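 active = activity change of -60% or lower, but not beyond a set lower limit; inconclusive = change between -60% and -40%, or beyond the set limit; inactive = change above -40%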; note: % is set by controls: 0 for no effect and ±100 for the full control effect
# * = called active by the depositor; u = inconclusive; x = not tested or not shown; & = joins results of further samples. Only part of the results is shown (hit frequency here may not be typical).
Molecule	D2 ag	D2 potentiator	D1 antagonist	D1 potentiator	D2 antag	D1 agonist	TRHR enhancer	RXFP1 agonist	RXFP1 antagonist
Cn1c(=O)c2c(O)c(Cc3ccccc3)c(=O)n(C)c2n(C)c1=O	x	x	1.9	0.2	x	1.1	-3.9	6.8%	-11.3
Cc1cc(/C=N/n2c(COc3ccccc3)nc3ccccc3c2=O)c(O)c([N+](=O)[O-])c1	-1.3	-9.1	-5.5	1.6	-18.5	1.6	-4.1	0.0%	u
Cc1ccccc1NC(=O)CSC1=NCCN1	-1.0	10.8	-5.7	5.0	-21.5	1.9	1.2	1.3%	-9.1
Cc1ccc(C(=O)N2CCN(c3ncccn3)CC2)o1	0.1	-8.9	-3.5	-7.0	-8.6	2.0	-4.0	-0.6%	1.9
O=C(NCCc1ccc(Cl)cc1)C(=O)NCC(c1ccco1)S(=O)(=O)c1cccs1 (stereo not drawn)	0.5	0.1	x	-2.8	x	19.6	-3.8	-1.5%	-7.6
O=C(/C=C/c1ccco1)N1CCN(c2ncccn2)CC1	1.1	-13.6	19.5	-2.9	-8.2	2.6	15.6	2.2%	-0.2
O=C(CS(=O)(=O)c1ccc(Br)cc1)N1CCOCC1	-0.4	6.7	6.8	4.2	-1.7	1.6	-0.4	-1.1%	4.1
CCOC(=O)CC1(NC(=O)c2cc(COc3cncc(Cl)c3)on2)CCCCC1	0.3	-2.2	11.0	4.3	-5.1	8.1	-5.8	-1.2%	-1.4

# Fetched by structure from the list above (three):
Molecule	D2 ag	D2 potentiator	D1 antagonist	D1 potentiator	D2 antag	D1 agonist	TRHR enhancer	RXFP1 agonist	RXFP1 antagonist
O=C(NCCc1ccc(Cl)cc1)C(=O)NCC(c1ccco1)S(=O)(=O)c1cccs1 (stereo not drawn)	0.5	0.1	x	-2.8	x	19.6	-3.8	-1.5%	-7.6
CCOC(=O)CC1(NC(=O)c2cc(COc3cncc(Cl)c3)on2)CCCCC1	0.3	-2.2	11.0	4.3	-5.1	8.1	-5.8	-1.2%	-1.4
Cc1ccccc1NC(=O)CSC1=NCCN1	-1.0	10.8	-5.7	5.0	-21.5	1.9	1.2	1.3%	-9.1

# Further results
Molecule	D2 ag	D2 potentiator	D1 antagonist	D1 potentiator	D2 antag	D1 agonist	TRHR enhancer	RXFP1 agonist	RXFP1 antagonist
Cc1ccccc1N(C)S(=O)(=O)c1nnc(NC(=O)c2ccco2)s1	0.0&-0.9	12.9&4.7	-13.6&-2.5	1.6&1.3	14.1	3.0&4.1	-3.4&-2.2	1.8%&6.1%	-10.1&-17.3
CCCCOC(=O)/C=C/c1c(C)[nH]c(=O)[nH]c1=O	0.4	4.8	1.0	-4.9	1.9	-0.7	-3.8	0.9%	-6.4
CCn1cc(C(=O)NCCc2ccc(C)cc2)c(=O)c2cc(S(=O)(=O)N3CCC(C)CC3)ccc21	-0.1	-0.6	13.4	1.8	x	-0.5	-4.2	2.1%	x
CCOCCCNC(=O)C(c1ccc(C)cc1)N(Cc1ccc2c(c1)OCO2)C(=O)c1ccccn1 (stereo not drawn)	-1.2	5.5	-6.2	1.9	-1.9	0.7	-2.1	-0.8%	-28.1
Cc1cccc(NS(=O)(=O)c2cc([N+](=O)[O-])ccc2C)n1	-0.5	10.8	1.9	4.1	-2.5	3.1	8.1	3.8%	-62.3*
Cc1cc(C)n(/N=C/c2ccc(C(C)C)cc2)c(=O)c1C#N	2.7	3.9	-5.0	-3.4	-12.8	0.2	3.2	-1.8%	9.1
CCc1nnc(NS(=O)(=O)c2ccc(NCc3cc(Br)ccc3O)cc2)s1	0.0	15.7	7.5	-8.9	-6.0	3.5	-0.2	-2.2%	-3.8
COc1ccc(C(C#N)N2CCOCC2)cc1 (stereo not drawn)	0.0	-5.2	-0.6	-3.0	-10.1	1.4	-2.5	0.1%	7.2
CN1C2CCC1/C(=C\c1ccc(F)cc1)C(=O)/C2=C/c1ccc(F)cc1	-1.1	9.1	-2.3	-1.8	3.8	1.3	1.2	0.7%	x
COc1ccc(/C=C(/NC(=O)c2ccccc2)C(=O)N/N=C/c2sccc2C)cc1	0.0	4.8	-0.2	-0.9	-7.7	4.1	3.4	0.6%	-13.0
Oc1cc2ccccc2nc1-c1ccccc1Cl	-0.8	-8.1	-7.6	1.0	-19.8	4.9	-5.6	1.4%	-6.6
O=C(COc1ccccc1Cl)Nc1ccc(C(=O)N2CCCCC2)cc1	-0.2	-4.5	1.7	-0.2	11.7	16.1	-1.7	-0.2%	-9.3
Cc1ccc(C)c(NS(=O)(=O)c2ccc3[nH]c(=O)[nH]c3c2)c1	1.4	1.9	6.6	3.9	-3.9	1.2	-3.6	0.0%	-0.4
O=C(Oc1ccc2ccc(OC(=O)N3CCCCCC3)cc2c1)N1CCCCCC1	8.5	3.4	-17.9	-9.0	8.1	7.1	-5.7	3.6%	-13.3
O=C(N[C@@H]1CCC(=O)N(CC[C@H](Oc2ccccc2)c2ccccc2)CC1)OCc1ccccc1	1.2	2.0	2.1	13.8	-7.7	3.8	1.2	-1.0%	x
Cc1ccc(C)c(N2CCN(C(=O)CCS(=O)(=O)c3cc(Br)cc4c3N(C(=O)C3CC3)CC4)CC2)c1	-0.3	1.0	-17.8	-2.6	x	0.3	4.2	-1.4%	-15.7
OC(CSc1c(Cl)cccc1Cl)CN1CCN(c2ccc(F)cc2)CC1 (stereo not drawn)	7.3	-20.9	5.7	-1.0	-34.0	0.5	0.1	-0.5%	-1.7
Cn1cccc1CC(=O)NNC(=S)Nc1ccc(Cl)cc1	0.1	14.4	7.3	-0.8	4.9	2.4	2.9	4.0%	-38.9
O=C(CSC1=NNC(c2ccccn2)S1)Nc1ccc(C(F)(F)F)cc1 (stereo not drawn)	-0.3	-7.7	7.1	-1.6	-3.0	7.7	2.6	-0.4%	-32.0
O=C(COc1ccccc1)Nc1ccccc1OCc1cc(=O)n2ccccc2n1	0.2	9.0	7.0	-0.4	x	-0.1	0.1	3.4%	3.0
Cc1ccc(/C=N/c2sc(Cc3ccccc3)c(C)c2C(N)=O)o1	-6.3	0.6	3.9	0.9	16.1	7.0	-4.6	0.8%	8.8
COc1ccccc1OCCC(=O)OCC(=O)NC(=O)NC(C)(C)C	0.5	1.0	-0.2	-1.3	-2.8	5.9	-4.4	-0.7%	-5.3
C#CCN(C)CCCOc1ccc(Cl)cc1Cl	-1.6	-22.2	-20.5	-5.2	-14.9	1.0	-9.7	2.2%	-16.1
Cn1c(=O)c2c(nc(NCC3CCCO3)n2C)n(C)c1=O (stereo not drawn)	x	x	1.2	0.8	x	3.1	-1.5	7.2%	14.4

# Just D2 ag, for some of the entries so far:
SMILES | D2 ag
O=C(CSC1=NNC(c2ccccn2)S1)Nc1ccc(C(F)(F)F)cc1 (stereo not drawn) | -0.3
O=C(COc1ccccc1)Nc1ccccc1OCc1cc(=O)n2ccccc2n1 | 0.2
Cc1ccc(/C=N/c2sc(Cc3ccccc3)c(C)c2C(N)=O)o1 | -6.3
COc1ccccc1OCCC(=O)OCC(=O)NC(=O)NC(C)(C)C | 0.5

# (next part)
Molecule	D2 ag	D2 potentiator	D1 antagonist	D1 potentiator	D2 antag	D1 agonist	TRHR enhancer	RXFP1 agonist	RXFP1 antagonist
COc1ccc(OC)c(-n2c(SCC(N)=O)nnc2-c2c[nH]c3ccccc23)c1	0.4	15.9	-9.1	x	-12.5	3.5	2.6	0.6%	-3.3
COCCCn1c(Cc2csc(Nc3cccc(Cl)c3)n2)nnc1SCC(=O)OC1CCCCC1	0.3	-4.5	12.9	4.6	-1.8	2.7	10.0	-0.5%	-13.1
CN(C)CCN(C(=O)c1ccc2ccccc2c1)c1nc2c(F)cc(F)cc2s1	0.6	-7.8	-15.8	-8.4	-4.6	1.7	-1.9	3.5%	15.5
CC(C)Cn1c(=O)[nH]c2ccccc21	-0.7	-1.5	-1.0	12.6	-5.1	9.7	21.0	-1.0%	5.0
S=C(Nc1ccc2c(c1)OCCO2)Nc1ccc2c(c1)OCO2	-0.1	-2.7	-19.6	0.4	-0.7	0.6	-2.7	0.6%	-4.8
COc1cc([N+](=O)[O-])cc(/C=N/NC(=O)Cn2cncn2)c1O	0.3	6.6	7.9	-3.0	-15.9	4.6	-2.1	-0.8%	0.3
OCc1cc(CO)c(O)c(CCc2ccccc2)n1	-0.8	-3.3	1.5	0.6	-9.3	1.2	21.0	1.1%	-7.6
Cc1cnc(CN(C)C(=O)CC2C(=O)NCCN2Cc2cccc(F)c2F)[nH]1 (stereo not drawn)	0.0	6.3	-3.9	-0.2	-1.8	1.3	0.3	-0.1%	-5.7
CCOC(=O)C1(Cc2cccc(OC)c2)CCN(Cc2cccc(OCC)c2O)CC1	-0.1	-13.7	-4.0	-6.7	4.5	4.9	-0.4	-0.5%	-15.4
CC1Oc2ccccc2N(CC(=O)NCCc2ccccc2)C1=O (stereo not drawn)	-0.7	-0.6	-8.8	4.5	1.9	-0.1	-8.9	-1.0%	8.9
COc1ccc(C(=O)Nc2c(N)nc(SCC(=O)NCC3CCCO3)[nH]c2=O)cc1 (stereo not drawn)	x	x	9.4	3.4	x	1.3	9.0	-0.8%	-7.8
CCOC(=O)CC(NC(=O)CCc1c(C)nc2nc(C)nn2c1C)c1ccc(OC(C)C)cc1 (stereo not drawn)	0.8	x	3.8	-2.4	-8.5	1.1	-1.6	17.8µM*	-5.6
CC(C)CC(c1nnnn1C(C)(C)C)N1CCN(Cc2ccccc2)CC1 (stereo not drawn)	0.4	1.8	9.8	-0.1	-2.3	-1.0	3.3	1.0%	-10.2
CC(C)c1nnc(NC(=O)C2CCCCC2)s1	-0.4	-10.7	-19.3	-2.9	0.6	1.1	-4.1	-0.1%	8.8
CC(C)c1cc(C(=O)O)c2cnn(C(C)C)c2n1	0.2	8.6	2.9	-7.5	-1.4	1.2	-5.4	3.4%	12.8
Cc1cccc(CSCc2ccc(C(=O)NCC3CCCO3)o2)c1 (stereo not drawn)	-0.3	0.2	3.3	-2.1	-10.4	10.3	-17.7	1.0%	0.4
O=C(COc1ncnc2sccc12)Nc1ccc(F)cc1F	1.1	5.2	-12.1	-3.9	1.7	5.8	7.0	8.3%	4.3
NC(N)=N/N=C/c1ccc(OCc2ccccc2)c(OCc2ccccc2)c1	0.1	-13.4	27.0	6.7	-4.0	19.2	2.3	0.0%	-15.3
CCCCOc1ccc(C(=S)N2CCC(C(N)=O)CC2)cc1	0.7	-0.6	-5.4	1.3	-4.7	0.4	-1.2	1.4%	10.3
CC(C)(C)NC(=O)CSC(=Nc1ccccc1F)NC#N	-0.1	3.4	-3.4	-5.1	-25.0	13.0	8.5	-1.7%	-14.4
